aDG glyco act = alpha-DG glycosylation activation; Pro5-aDG cells, alpha-DG glycosylation AlphaScreen (IIH6); 0% Pro5, 100% B10-LARGE cell signal; activation, % at 10 µM; 360,000 tested, 0.22% active;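 active = activation of at least 8% versus controls, or a plate z-score of at least 8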;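 also: Pro5 are CHO cells carrying HIG-tagged alpha-DG that lacks glycosylation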
Cardio protect = protects H9c2 cardiomyocytes from peroxide injury; protection from H2O2 cell death, % at 20 µM; 360,000 tested, 0.63% active; H2O2 injury protection, ATPLite, 2 h;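 active = compounds giving at least 50% protection of heart cells from peroxide-induced death in the single-dose screen, raw or plate-pattern-corrected value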;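 also: 0% = DMSO wells with peroxide and 100% = DMSO wells without peroxide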
ABCB6 inh MLPCN = human ABCB6 transporter inhibition; Q9NP58; K562-ABCB6 porphyrin accumulation, flow cytometry, 1 h; active compounds read low; fluorescence ratio to DMSO, % at 10 µM; 360,000 tested, 0.19% active; AID 602162;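 active = fluorescence ratio to DMSO below 75%, the collection mean minus 3 SD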;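 also: signal is porphyrin accumulated inside mitochondria; 100% equals median channel fluorescence of DMSO control wells; lower ratio means ABCB6 inhibition with less porphyrin fluorescence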
CaV13 FRET inh = Primary screen for inhibitors of IQ motif and Ca2+-dependent inactivation inhibitor domain binding in CACNA1D, Förster resonance energy transfer in living cells, …. HEK cells, CFP/YFP FRET ICDI-IQ, plate reader, 10 min; percent FRET-ratio fall versus neutral wells. inhibition, % at 12.3 µM. 340,000 tested, 0.098% active;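 active = mean replicate inhibition of at least 30% and at least 1% of replicates passing that level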;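 also: 0% = median of the neutral control wells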
iPSC survival up = enhancers of human iPSC single-cell survival. hiPSC single-cell survival, ATPlite luminescence; 100% = ROCK inhibitor wells, 0% = DMSO. survival enhancement, % at 20 µM. 360,000 tested, 0.044% active; in the data active = survival enhancement above about 18%;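 also: cells exposed to compounds for 16 hours before the ATP read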
HTR2A ag = agonists of mouse serotonin 5-HT2A receptor (HTR2A). CHO-K1 mHTR2A beta-arrestin complementation, luminescence; percent of 30 µM serotonin response. P35363. 360,000 tested, 0.66% active. activation, % at 7.6 µM;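 active = activation above a run cutoff, the mean activation of all tested compounds plus 3 SD, cut at about 14% in these data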;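 also: 0% = plate median of compound wells and 100% = 30 µM serotonin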
Target sequence (P35363 whole entry, looked up): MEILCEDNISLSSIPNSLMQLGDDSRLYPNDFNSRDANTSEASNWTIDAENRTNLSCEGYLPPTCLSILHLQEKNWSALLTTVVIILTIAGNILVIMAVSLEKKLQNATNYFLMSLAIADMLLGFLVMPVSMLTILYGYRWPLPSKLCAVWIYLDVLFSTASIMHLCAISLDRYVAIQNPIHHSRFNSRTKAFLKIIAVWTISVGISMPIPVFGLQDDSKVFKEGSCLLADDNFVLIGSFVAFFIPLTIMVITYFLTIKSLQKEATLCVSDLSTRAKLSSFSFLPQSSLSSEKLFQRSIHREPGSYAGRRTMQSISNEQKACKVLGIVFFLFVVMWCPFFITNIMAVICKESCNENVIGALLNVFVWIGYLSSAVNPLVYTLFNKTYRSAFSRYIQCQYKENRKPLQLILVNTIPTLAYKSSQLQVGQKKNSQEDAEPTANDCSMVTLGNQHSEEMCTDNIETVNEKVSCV
Exocytosis inh = lytic granule exocytosis inhibition; TALL-104 LAMP-1 surface exposure, flow cytometry; cells stimulated with thapsigargin and PMA; inhibition, % at 10 µM; 360,000 tested, 0.66% active;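 active = inhibition above about 55%, limit read from the data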
PDI inh = blocks human protein disulfide isomerase activity. 350,000 tested, 0.052% active. PDI insulin aggregation turbidity, A650, 90 min. AID 588391. inhibition, % at 10 µM. P07237;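 active = mean inhibition across replicates of 30% or more, whatever share of single replicates reach that level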;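 also: absorbance from insulin aggregation driven by PDI reduction with DTT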
Target sequence (P07237 whole entry, looked up): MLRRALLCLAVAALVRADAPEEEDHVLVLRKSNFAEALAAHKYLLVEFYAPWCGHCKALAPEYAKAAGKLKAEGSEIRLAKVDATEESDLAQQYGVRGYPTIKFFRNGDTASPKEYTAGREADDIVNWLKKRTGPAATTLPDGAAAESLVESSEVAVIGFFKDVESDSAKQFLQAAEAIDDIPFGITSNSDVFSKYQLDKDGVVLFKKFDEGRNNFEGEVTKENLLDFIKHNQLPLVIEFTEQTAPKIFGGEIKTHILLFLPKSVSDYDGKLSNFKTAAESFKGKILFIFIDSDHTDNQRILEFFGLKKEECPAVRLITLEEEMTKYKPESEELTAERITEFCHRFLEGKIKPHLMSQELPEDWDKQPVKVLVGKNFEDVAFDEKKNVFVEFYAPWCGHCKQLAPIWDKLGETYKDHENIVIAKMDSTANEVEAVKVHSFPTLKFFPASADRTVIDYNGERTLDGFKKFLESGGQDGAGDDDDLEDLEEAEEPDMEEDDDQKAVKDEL
N-glyco inh = blocks N-linked glycosylation in D54 reporter cells; reporter increase, % at 12.5 µM; 360,000 tested, 0.23% active; D54 ERlucT glycosylation luciferase reporter, 24 h; percent of 100 nM tunicamycin response;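 active = mean luciferase reporter signal, scaled so untreated is 0 and the glycosylation-blocking control 100, at or above a set limit in every replicate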;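 also: luciferase carries N-glycosylation sites so blocking glycosylation raises the light; 0% = median of neutral control wells and 100% = median of 100 nM tunicamycin wells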
Vif imaging = HIV Vif inhibition | inhibition, % at 7.49 µM | HEK293T cells, Vif self-association by quenched fluorescence, imaging, 24 h | 340,000 tested, 0.35% active | AID 602346; in the data active = inhibition above about 50%, passing the limit was not always enough; also: some results filed as inactive read as strong as hits
Starred values were filed as active, the others as inactive; · = no result given. Rows were taken by chance. Share with any hit: about 3.1%.

SMILES	aDG glyco act	Cardio protect	ABCB6 inh MLPCN	CaV13 FRET inh	iPSC survival up	HTR2A ag	Exocytosis inh	PDI inh	N-glyco inh	Vif imaging
COc1cccc(-c2onc3ccc(C4(C)OCCO4)cc23)c1	-0.3	1	97	-4	0.0	-1	-3	-3	-3	-3
Cc1ccc(S(=O)(=O)N2CCCCC2CCNC(=O)C(=O)NCc2ccco2)cc1 (stereo unspecified)	-0.2	0	97	-5	0.0	-3	-5	-2	20	-12
CC(=O)c1ccc(N2CCN(C(=O)Nc3ccc(F)cc3)CC2)cc1	0.2	-4	95	·	-0.3	0	6	-2	0	4
Oc1ccccc1/C=C/c1noc(-c2ccccc2O)n1	0.0	-9	97	2	-1.7	-4	5	-3	-7	12
Cc1sc2nc(C3CC3)nc(NCCNS(C)(=O)=O)c2c1C	0.0	-4	94	-4	-0.7	-3	4	-11	4	-1
CCOC(=O)/C(=N/Nc1ccc(Cl)cc1)Sc1nnnn1-c1ccc(C)cc1	-0.2	7	99	-1	0.1	2	-6	-7	-1	-14
Cc1ccc(NC(=O)CCN2C(=O)NC3(CCCC3)C2=O)c(C)c1	0.0	8	86	-3	-0.1	1	7	-8	1	1
CCOc1cc(NC(=O)CCl)c(OCC)cc1NC(=O)CCl	-0.2	-20	97	-15	-0.1	-2	-1	-6	18	23
CC1(C)CC(=O)C(C(c2ccccc2F)C2C(=O)CC(C)(C)CC2=O)C(=O)C1	0.0	4	91	·	0.0	-3	2	-5	0	0
CC1CCCC(NC(=O)COC(=O)[C@@H](NC(=O)c2ccccc2Cl)C(C)C)C1C (stereo partly specified)	-0.1	4	99	-2	0.0	-5	-5	10	0	3
COC(=O)Cn1c(=O)c2c(nc3n2CCCN3CCc2ccc(OC)c(OC)c2)n(C)c1=O	0.3	9	98	-5	-0.4	2	42	2	4	4
COc1cccc(NC(=O)CN(C)C(=O)Cc2ccc(Cl)cc2Cl)c1	-0.1	-2	104	-5	0.3	11	-3	6	-2	-1
Cc1cccc(NS(=O)(=O)c2ccc3[nH]c(=O)[nH]c3c2)c1C	-0.1	6	94	-4	0.4	4	4	-2	2	-9
O=C(COC(=O)c1cccc(S(=O)(=O)N2CCCC2)c1)Nc1ccc(Cl)cc1	-0.3	-3	98	-7	4.2	7	-1	1	2	1
Oc1ccccc1-c1nc(NCc2ccco2)c2ccccc2n1	0.2	-11	95	-9	-0.9	0	1	3	5	-4
O=C(NCCc1ccccc1)c1ccccc1C(=O)NCCc1ccccc1	-0.1	1	94	-15	0.2	-1	-9	-3	2	30
O=C(COC(=O)C12CC3CC(CC(C3)C1)C2)Nc1ccc(OC(F)F)cc1	0.0	-22	93	-5	-1.8	3	0	1	-2	6
CCC(=O)N1CCc2cc(S(=O)(=O)CCC(=O)NCc3ccc(C)cc3)ccc21	-0.3	2	97	-16	0.9	9	-4	-9	-2	-4
S=C(NC1CCCC1)N1CCOCC1	1.2	9	99	-4	1.5	4	-6	-16	0	2
CCOC(=O)N1CCN(C(=O)C(=O)NNC(=O)COc2ccc(Cl)cc2)CC1	0.1	4	105	-3	-1.0	1	5	1	2	10

Single values from the list:
Cc1ccc(NC(=O)CCN2C(=O)NC3(CCCC3)C2=O)c(C)c1 in Vif imaging is listed with 1
COc1cccc(-c2onc3ccc(C4(C)OCCO4)cc23)c1 in Vif imaging is listed with -3

The listing picks up, starting 2 compounds before the break.
SMILES	aDG glyco act	Cardio protect	ABCB6 inh MLPCN	CaV13 FRET inh	iPSC survival up	HTR2A ag	Exocytosis inh	PDI inh	N-glyco inh	Vif imaging
S=C(NC1CCCC1)N1CCOCC1	1.2	9	99	-4	1.5	4	-6	-16	0	2
CCOC(=O)N1CCN(C(=O)C(=O)NNC(=O)COc2ccc(Cl)cc2)CC1	0.1	4	105	-3	-1.0	1	5	1	2	10
CCCNC(=O)C1CC(=O)N(c2ccc(OCc3ccccc3)cc2)C1 (stereo unspecified)	-0.1	-9	97	-5	-4.4	10	1	0	-5	20
Cc1ccc(-c2nn(-c3ccccn3)c(=O)c3ccccc23)cc1C	-0.1	3	90	-2	-0.3	5	1	0	-1	·
CCCC(c1nnnn1Cc1ccc(OC)cc1)N1CCN(c2ccccc2)CC1 (stereo unspecified)	0.1	-9	94	·	0.4	0	0	-10	4	4
O=C(Cn1ncc2c1-c1ccccc1OC2)N1CCN(c2ccccn2)CC1	0.0	12	98	5	-2.2	1	2	·	-1	2
Cc1cc(Cl)cc(C)c1OCCCCCn1ccnc1	0.6	-6	100	-5	-0.7	-5	20	5	-1	3
COc1cccc(-c2ncc3ccccc3c2COC(=O)c2ccc(C(F)(F)F)cc2)c1	0.3	-2	89	-5	-1.2	0	4	2	1	9
COc1ccc(Cc2n[nH]c(=S)n2NC(=O)Nc2ccc(C)cc2)cc1	-0.2	-4	128	2	0.7	3	1	1	0	-1
COC(=O)c1c(NC(=O)c2cccs2)sc2c1CCCC2	0.0	-11	104	0	-2.8	9	0	3	1	13
CC(C)c1nc(-c2ccc([N+](=O)[O-])cc2)cs1	-0.3	-8	102	-18	-0.5	-4	-6	2	0	-4
CCOC(=O)CSc1nnc(NC(=O)c2cccc([N+](=O)[O-])c2)s1	-0.1	-7	106	-17	-1.1	2	3	12	3	-1
CCOc1ccccc1-c1cc(NC)ncn1	0.3	-2	103	-5	0.0	-1	0	7	3	3
CC(C)Cc1nnc(NC(=O)CCc2ccccc2)s1	-0.2	2	101	-21	1.0	2	4	-1	2	5
COc1ccc(N(CC(=O)NCc2ccc3c(c2)OCO3)S(=O)(=O)c2c(C)nn(C)c2C)cc1	0.2	28	94	-1	4.1	3	3	·	1	-14
Cc1cc(NC(=O)CN2CCN(c3ncccn3)CC2)no1	-0.1	-4	98	-8	3.8	1	-6	1	1	5
CN1C(=O)/C(=C\c2ccc(OC(=O)c3ccco3)cc2)SC1=S	-0.1	-6	103	-3	-0.1	-6	-3	-9	2	18
O=C(NCCO)c1cc2c([nH]c3ccccc32)c(-c2ccccc2)n1	-0.1	11	97	-3	0.9	2	20	-6	6	-3
CCC1(c2ccc(OC)cc2)NC(=O)N(CC(=O)c2ccc3c(c2)OCCO3)C1=O (stereo unspecified)	0.1	2	101	-3	1.0	6	2	8	3	-1
CC(=O)c1cccc(NC(=S)NCc2ccco2)c1	-0.2	6	94	-6	-1.1	-3	-5	-2	-1	2
Cc1ccccc1S(=O)(=O)c1c(C)cc(C)n(C(C)C)c1=O	0.0	5	93	·	2.8	2	0	5	1	8
CCN(c1ccccc1)S(=O)(=O)c1ccc(C(=O)NC2CCCCC2)cc1	-0.1	-2	97	-6	0.2	-1	27	17	-3	-14

3 compounds out of the list, ordered by count of non-hydrogen atoms, descending:
SMILES	aDG glyco act	Cardio protect	ABCB6 inh MLPCN	CaV13 FRET inh	iPSC survival up	HTR2A ag	Exocytosis inh	PDI inh	N-glyco inh	Vif imaging
CCC1(c2ccc(OC)cc2)NC(=O)N(CC(=O)c2ccc3c(c2)OCCO3)C1=O (stereo unspecified)	0.1	2	101	-3	1.0	6	2	8	3	-1
CCOC(=O)CSc1nnc(NC(=O)c2cccc([N+](=O)[O-])c2)s1	-0.1	-7	106	-17	-1.1	2	3	12	3	-1
Cc1ccccc1S(=O)(=O)c1c(C)cc(C)n(C(C)C)c1=O	0.0	5	93	·	2.8	2	0	5	1	8

Other structures
SMILES	aDG glyco act	Cardio protect	ABCB6 inh MLPCN	CaV13 FRET inh	iPSC survival up	HTR2A ag	Exocytosis inh	PDI inh	N-glyco inh	Vif imaging
N#Cc1ccc(C(=O)Nc2cccc3cccnc23)c(F)c1	-0.3	-14	94	-18	4.3	-1	-2	-3	1	2
CC(=O)CCc1ccc(OCCCCn2cncn2)cc1	0.1	-9	147	-5	-2.2	-1	-2	-1	0	1
COc1ccc(C(=O)N/C(=C\c2cn(C)c3ccccc23)C(=O)N2CCOCC2)cc1OC	0.0	-1	102	-15	0.2	-1	5	0	1	1
COC(=O)[C@]12CCCCC=C1N(CCc1ccc(OC)c(OC)c1)C(=O)[C@H](CC(=O)NCc1cccc3ccccc13)C2	0.1	·	·	-3	·	-3	-5	·	·	·
CCN1C(=O)CSC1=Nc1ccc(Cl)c(Cl)c1	1.1	-8	100	-3	-0.3	-2	-1	-2	-2	1
CC(C)Oc1cc(F)ccc1-c1cc(C(=O)Nc2ccc(C(C)C)cc2)[nH]n1	12*	-15	103	-11	-2.3	-9	0	-2	0	18
N#C/C(=C\c1cn(Cc2ccc(F)cc2)c2ccccc12)C(=O)NCc1ccco1	1.4	-8	102	-6	-1.7	-6	1	1	-3	0
COCCNC(=O)C(=O)NCC1OCCN1S(=O)(=O)c1cccs1 (stereo unspecified)	0.0	-1	94	-5	-0.5	8	8	2	3	2
COc1ccc(C#Cc2ccc3c(c2)O[C@H](CN(C)S(=O)(=O)c2ccccc2F)[C@H](C)CN([C@H](C)CO)S3(=O)=O)cc1	-0.1	-2	96	-8	-1.3	-2	4	·	-4	4
COC(=O)C(/C=N/OCc1ccc([N+](=O)[O-])cc1)NC(=O)c1ccccc1 (stereo unspecified)	0.3	19	108	·	9.5	-2	0	1	3	-1
NNC(=O)Cn1c(-c2ccccc2)cc2ccccc21	-0.1	1	98	-3	0.6	2	-13	-3	-1	-4
CN(C)S(=O)(=O)c1ccc(C(=O)OCC2COC(C)(C)O2)cc1 (stereo unspecified)	-0.1	-1	93	-4	-0.1	-2	-3	-2	1	20
Cc1ccccc1NC1=C(Cl)C(=O)OC1NC(=O)c1ccccc1 (stereo unspecified)	0.0	-5	76	-6	-0.9	-3	3	8	-1	·
CCS(=O)(=O)NCCNc1ccc([N+](=O)[O-])cc1	-0.4	7	100	-4	4.5	-6	2	-1	2	5
COc1ccc(CNC(=O)C2(CC3CC(c4ccccc4)=NO3)CCN(C(=O)OC(C)(C)C)CC2)cc1 (stereo unspecified)	0.5	5	104	-11	-0.6	-8	0	-4	0	4
COc1ccc(Nc2c3c(c(C#N)c4nc5ccccc5n24)CCC3)cc1	0.1	1	122	-5	5.4	0	26	-5	1	-21
CN1CCN(C(=S)Nc2ccc(S(N)(=O)=O)cc2)CC1	1.1	1	97	1	-0.2	1	0	2	-1	-1
NS(=O)(=O)c1ccc(CCNC(=O)c2nc(CS(=O)(=O)c3ccc(Cl)cc3)no2)cc1	-0.4	1	105	-1	0.2	-4	-7	7	-2	-9

Entries of single compounds, quoted from the list:
Results for O=C(NCCO)c1cc2c([nH]c3ccccc32)c(-c2ccccc2)n1 → aDG glyco act: -0.1; Cardio protect: 11; ABCB6 inh MLPCN: 97; CaV13 FRET inh: -3; iPSC survival up: 0.9; HTR2A ag: 2; Exocytosis inh: 20; PDI inh: -6; N-glyco inh: 6; Vif imaging: -3
Results for CN(C)S(=O)(=O)c1ccc(C(=O)OCC2COC(C)(C)O2)cc1 (stereo unspecified) → aDG glyco act: -0.1; Cardio protect: -1; ABCB6 inh MLPCN: 93; CaV13 FRET inh: -4; iPSC survival up: -0.1; HTR2A ag: -2; Exocytosis inh: -3; PDI inh: -2; N-glyco inh: 1; Vif imaging: 20
